ABHD4 inh: ABHD4 inhibitors, primary screen, biochemical, fluorescence polarization, mouse | (Lyso)-N-acylphosphatidylethanolamine lipase (Mus musculus), Q8VD66 | purified mABHD4, FP-Rh probe fluorescence polarization | inhibition, % at 8.92 µM | hit rate 0.54% among 370,000;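 active means inhibition exceeding the mean over every tested compound plus 3 SD, cut at about 30% in these data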;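 further: 0% = plate median of compound wells and 100% = S159A mutant with DMSO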
Target sequence (Q8VD66 whole entry, looked up): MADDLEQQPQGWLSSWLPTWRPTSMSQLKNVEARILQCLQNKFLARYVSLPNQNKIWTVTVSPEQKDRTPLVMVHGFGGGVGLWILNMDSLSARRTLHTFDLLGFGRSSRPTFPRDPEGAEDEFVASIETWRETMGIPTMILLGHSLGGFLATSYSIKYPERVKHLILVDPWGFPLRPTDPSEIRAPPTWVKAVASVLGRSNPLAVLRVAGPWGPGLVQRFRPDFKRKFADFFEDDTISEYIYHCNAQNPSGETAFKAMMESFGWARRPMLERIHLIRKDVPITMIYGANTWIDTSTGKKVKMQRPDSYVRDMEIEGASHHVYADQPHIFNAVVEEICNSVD
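Assay system: wild-type mouse ABHD4 protein; compound: single nominal dose of 8.92 µM, 0.89% DMSO final; schedule: 45 min + 60 min at 25 °C; measured by: FP readout, ex 525 nm / em 598 nm; evaluation: % inhibition of FP-Rh probe binding versus controls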
PRMT1 inh: PRMT1 methyltransferase inhibitors, primary screen, biochemical, fluorescence polarization; Protein arginine N-methyltransferase 1 (Homo sapiens), Q99873; recombinant PRMT1, activity-based probe fluorescence polarization; inhibition, % at 2.79 µM; hit rate 1.3% among 370,000; AID 652257, 2013;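 active means inhibition above about 21% made by adding two undisclosed values, limit read from the data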
Target sequence (Q99873 whole entry, looked up): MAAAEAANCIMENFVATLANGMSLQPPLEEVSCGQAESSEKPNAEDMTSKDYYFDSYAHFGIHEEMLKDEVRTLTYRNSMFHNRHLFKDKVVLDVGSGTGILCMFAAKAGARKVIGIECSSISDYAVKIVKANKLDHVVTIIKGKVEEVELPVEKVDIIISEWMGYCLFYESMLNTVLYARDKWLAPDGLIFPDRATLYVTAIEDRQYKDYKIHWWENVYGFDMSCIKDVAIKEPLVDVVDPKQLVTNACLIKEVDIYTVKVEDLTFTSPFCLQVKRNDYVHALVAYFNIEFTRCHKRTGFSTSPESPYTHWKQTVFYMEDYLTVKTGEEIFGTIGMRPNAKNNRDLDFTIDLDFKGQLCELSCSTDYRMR
TDP2 absorb: human TDP2 enzyme inhibitors, primary screen, biochemical, epi absorbance, recombinant enzyme; T5PNP hydrolysis, p-nitrophenol absorbance 415 nm; AID 720702, 2013; inhibition, % at 12.8 µM; hit rate 0.34% among 370,000; Tyrosyl-DNA phosphodiesterase 2 (Homo sapiens), O95551;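 active means inhibition above the mean of all tested compounds plus 3 SD, set per campaign, cut at about 25% in these data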;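 further: 0% = DMSO with enzyme and 100% = buffer with substrate but no TDP2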
Target sequence (O95551 whole entry, looked up): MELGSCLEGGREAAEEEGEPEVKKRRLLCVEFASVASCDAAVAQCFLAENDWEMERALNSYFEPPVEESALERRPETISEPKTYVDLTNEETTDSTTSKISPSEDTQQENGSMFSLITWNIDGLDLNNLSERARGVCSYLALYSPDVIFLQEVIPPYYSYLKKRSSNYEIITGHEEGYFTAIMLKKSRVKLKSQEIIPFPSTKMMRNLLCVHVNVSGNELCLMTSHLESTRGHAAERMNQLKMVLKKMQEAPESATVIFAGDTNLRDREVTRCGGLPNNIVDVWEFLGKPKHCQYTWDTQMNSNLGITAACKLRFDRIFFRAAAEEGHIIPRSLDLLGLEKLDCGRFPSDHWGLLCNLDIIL
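Assay system: Recombinant human TDP2 | Quantity: 120 nM TDP2 per well | Incubation: 2 h at 37 °C | Signal: Epi absorbance | Evaluation: Percent inhibition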
HTRA1 inh: HTRA1 serine protease inhibitors, primary screen, biochemical, fluorescence polarization, HTS; recombinant HTRA1, FP-rhodamine activity-based probe; inhibition, % at 5.96 µM; hit rate 0.5% among 340,000; in the data active means inhibition above about 36%;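 further: 0% = enzyme with DMSO and 100% = wells lacking enzyme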
Tn7 DDE FP: inhibitors of Tn7 peptide binding to fibrin DD(E), primary screen, biochemical, fluorescence polarization, human fibrin, Tn7 probe | Fibrinogen beta chain (Homo sapiens), P02675 | FP displacement of FITC-Tn7 peptide from fibrin DD(E); 0% = median of compound wells per plate | inhibition, % at 8.3 µM | hit rate 0.13% among 370,000;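 active means inhibition above the mean of compounds falling within the control limits plus 3 SD of them, cut at about 14% in these data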;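 further: 0% = plate median of compound wells and 100% = 10 µM Aha-Tn7 peptide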
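system = human fibrin DD(E) protein | quantity = DD(E) 2 µM final | medium = Tris/NaCl/CaCl2 buffer, pH 7.8 | also added = labelled Tn7 tracer, 0.1 µM | compound dosing = single point at 8.3 µM | timing = compound with protein 10 min, then 3 h after probe, room temperature | signal = FP measurement | benchmarks = Aha-Tn7 high control | repeats = one replicate per compound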
PG9 Ab binder: binders of HIV-1 gp120 antibody PG9, primary screen, biochemical, TR-FRET; hit rate 0.43% among 360,000; TR-FRET gp120-PG9 antibody binding; inhibition, % at 6.7 µM; HIV-1 gp120 / PG9 antibody interaction; in the data active means inhibition above about 8.5%
LEDGF integ inh: blockers of LEDGF/p75-dependent integrase strand transfer – biochemical, TR-FRET, high throughput, primary screen | TR-FRET IN-LEDGF/p75 DNA integration, Eu/Cy5 | inhibition, % at 3.7 µM | hit rate 0.64% among 370,000;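 active means inhibition above the screen-wide mean plus 3 SD, cut at about 13% in these data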;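 further: signal is the Cy5 over europium emission ratio at 671 and 618 nm; 0% = plate median of compound wells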
TCR CD3 inh: inhibitors of human TCR-CD3 interaction, primary screen, biochemical, fluorescence, TAMRA-labeled TCR probe | hit rate 0.37% among 360,000 | T-cell receptor (TCR) | inhibition, % at 9.4 µM | AID 651800, 2012; in the data active means inhibition above about 19%;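 further: recombinant mutant TCR 2C K166C tagged with TAMRA read by polarization; 0% = receptor in buffer alone and 100% = receptor with positive control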
SIAE inh: human SIAE inhibitors, primary screen, biochemical, fluorescence polarization, FP-Rh probe, 1536-well HTS; inhibition, % at 9.66 µM; Sialate O-acetylesterase (Homo sapiens), Q9HAT2; AID 1053197, 2014; SIAE FP-Rh probe binding; hit rate 0.69% among 370,000;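 active means inhibition above a cutoff: mean of compounds within the control limits plus 3 SD of those, cut at about 17% in these data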;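 further: 0% = plate median of compound wells and 100% = probe without SIAE protein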
UHRF1 MBD2 ctr: UHRF1 methylated DNA binding inhibitors, primary screen, counter-screen for MBD2 inhibitor project, biochemical, TR-FRET, human UHRF1, single concentration | inhibition, % at 4.4 µM | E3 ubiquitin-protein ligase UHRF1 (Homo sapiens), Q96T88 | UHRF1 binding to methylated oligo | hit rate 0.75% among 370,000 | AID 687016, 2013; in the data active means inhibition above about 21%;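 further: UHRF1 SRA domain binding a hemimethylated CpG hairpin DNA probe; 0% = median of test compound wells and 100% = reference inhibitor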
Active calls of the source: *; · = not tested or not shown. Rows were taken by chance; overall some 4.2% were active at least once.

Screens in order: ABHD4 inh	PRMT1 inh	TDP2 absorb	HTRA1 inh	Tn7 DDE FP	PG9 Ab binder	LEDGF integ inh	TCR CD3 inh	SIAE inh	UHRF1 MBD2 ctr
- CN(C)C1=C(Cl)C(=O)N(c2ccc(Cl)c(Cl)c2)C1=O
→ 5	14	-11	-62	-3	-1.2	6	0	19*	0
- Cc1ccccc1-n1c(Cn2c(=O)sc3ccccc32)nnc1SCC(=O)Nc1nccs1
→ 1	-1	3	-7	-10	0.0	-4	-12	0	2
- CC1(C)OC(=O)C(=CNC(=O)c2c(F)cccc2F)C(=O)O1
→ 1	-3	17	2	1	-0.9	-2	1	3	-2
- CCc1nnc(NC(=O)C2CCCN2S(=O)(=O)c2ccc(C)cc2)s1 (configuration not stated)
→ 2	1	2	3	0	-2.0	4	4	4	-1
- COc1ccc(C(C#N)N2N=C(C)CC2c2ccccc2)cc1 (configuration not stated)
→ 6	0	16	2	-4	0.3	-4	-2	-8	-1
- O=C(COc1ccc(-c2ccccc2)cc1)NNC(=O)NC1CCCCC1
→ 1	-1	-2	-10	-11	-4.6	5	2	4	-1
- COc1cccc(Cn2nnc(C(=O)Nc3ccc(C)cc3)c2N)c1
→ 2	-1	1	-8	-8	-1.8	0	9	1	-1
- C[C@@H](O)C(C(=O)N1CCNCC1)n1cc([C@@H](N)CCCCN)nn1 (some centres not stated)
→ -3	0	-18	1	-5	-1.8	-1	-6	-5	10
- O=c1c(-c2cccnc2)nc2ccccc2n1C(CCc1ccccc1)c1nc2ccccc2[nH]1 (configuration not stated)
→ -8	-2	4	·	3	1.2	-3	1	-6	1
- O=C(CNC(=O)c1ccc(Br)cc1)N/N=C/c1cccnc1
→ -4	-4	1	-1	4	-2.6	-1	-1	0	-1
- O=C(Cn1nc(C(=O)O)c2ccccc2c1=O)Nc1cc(Cl)ccc1-n1cncn1
→ 3	2	2	7	5	0.5	-3	-9	8	1
- CCOC(=O)c1sc(NC(=O)CSc2n[nH]c(CC(C)C)n2)nc1C
→ -13	-5	-22	-4	-2	-2.1	3	6	-14	2
- CC(C)N(Cc1cc2ccccc2[nH]c1=O)C(=O)c1ccco1
→ 4	5	2	1	0	-0.3	-2	0	3	0
- Cc1cccc(C(=O)Nc2cccc(NC(=O)c3ccccc3)c2)c1
→ -37	-1	-14	-82	-7	-1.1	5	-16	-17	4
- Cc1ccc(C(=O)NC(C(=O)Nc2ccccc2)c2ccccc2)cc1 (configuration not stated)
→ -5	2	7	-22	4	-0.4	-2	6	-6	0
- CC(=O)Nc1ccc(NC(=O)CSc2nnc(NC(=O)c3ccccc3F)s2)cc1
→ -7	-2	2	0	6	-0.3	1	2	1	0
- Cc1ccc(-c2nnc3sc(CCc4ccccc4)nn23)cc1
→ -10	5	6	-40	-4	-2.2	0	1	1	-6
- c1ccc(COc2cccc(-c3cc4nc(NCc5ccc6c(c5)OCO6)ccn4n3)c2)cc1
→ -33	-1	-5	·	-5	0.1	4	4	-27	1
- CN(Cc1ccccc1)C(=O)c1cc(-c2ccc(Br)cc2)on1
→ -1	1	-5	-5	1	-1.8	2	4	-4	0
- COc1ccccc1NC(=O)CSc1nnc(-c2ccco2)o1
→ -3	2	6	1	-1	-0.1	-1	4	3	0
- O=c1[nH]c(=S)[nH]c2c1C(c1ccccc1)OC(C1CCCCC1)C2 (configuration not stated)
→ -3	4	8	·	2	1.7	-4	0	2	-1
- O=C(COc1ccccc1Br)c1ccc(O)cc1O
→ -25	7	-14	-7	0	-1.4	-4	-8	-9	6
- CCCCCCCCCCOC(=O)Cn1c(COc2cccc(C)c2)[n+](C)c2ccccc21
→ 32*	-2	-14	38*	3	0.9	1	2	2	-2
- S=C(NCCc1ccc(Cl)cc1)Nc1ccc(Cl)cc1Cl
→ -50	5	-17	-32	-6	-3.1	4	4	-21	1
- N/C(Cc1cccc2ccccc12)=N\O
→ 4	4	-1	15	-3	2.1	-4	-8	6	3
- O=C(Cc1ccccc1)NCC(=O)N1CCN(Cc2cccc(Cl)c2)CC1
→ 3	-3	9	3	3	0.5	5	-2	-3	1
- O=C(NCCN1CCOCC1)c1cc(S(=O)(=O)Nc2ccccc2F)c(Cl)cc1Cl
→ -2	-6	4	3	3	-0.7	1	-2	1	0
- O=C(O)CCNC(=O)c1ccc(Br)o1
→ 3	-1	-10	-5	-4	-1.6	3	1	-4	4
- Cc1ccsc1C(=O)Nc1ccc(F)c([N+](=O)[O-])c1
→ 4	2	-5	-5	1	-1.4	-4	0	5	-1
- COC(=O)c1sc(NC(=O)COc2ccccc2)nc1C
→ -2	1	9	-5	-1	1.4	-1	-6	-4	0
- Cc1c(Cl)cccc1NC(=S)NC(=O)c1ccccc1
→ -6	0	2	-15	-6	-0.4	1	0	-2	0
- CC(C)(C)c1ccccc1NC(=O)Cn1c(=O)cnc2ccccc21
→ -2	-1	6	3	-4	-0.4	2	9	-5	1
- O=C(Nn1c(C2CCCCC2)nc2ccccc2c1=O)c1ccc(Cl)c([N+](=O)[O-])c1
→ 7	1	-11	-3	-2	-3.6	-4	-5	-4	2
- C=C1CCN([C@@H](C)C(=O)NCCCCCC)S(=O)(=O)c2ccccc21
→ 9	0	6	-2	-1	-0.8	-1	1	9	8
- COC(=O)c1sc(NC(=O)c2c(OC)cccc2OC)c(C#N)c1C
→ -5	3	3	-3	3	14*	0	-4	1	2
- O=C(CSc1nnc(CNC(=O)c2ccccc2)o1)NCCc1ccccc1
→ 6	0	-3	0	-1	-1.5	-1	6	8	0
- COc1ccc(/C=C2\N=C(c3ccccc3)NNC2=O)cc1
→ -16	8	-21	-2	5	1.3	2	-5	-5	-2
- CC1=C(C(=O)N2CCOCC2)CC(CC(=O)NC(c2ccccc2)c2ccccc2)C(=O)N1CCC1=CCCCC1 (configuration not stated)
→ -4	2	0	·	0	-1.9	-10	-11	2	0
- CCC(C)c1ccc(NC(=O)c2cnn3c(C(F)F)cc(C)nc23)cc1 (configuration not stated)
→ 2	3	6	·	-1	-1.5	-1	0	4	3
- O=C(COC(=O)c1cccs1)Nc1nnc(-c2ccccc2)o1
→ 4	-7	-1	5	-9	2.0	1	-2	10	-2
- O=C1c2ccccc2C(=O)N1CCCc1nc2ccccc2c(=O)n1Cc1ccco1
→ 6	0	-1	-11	-1	-1.7	0	-8	4	0
- O=C(CSc1n[nH]c(=O)n1C1CC1)c1ccc(F)cc1
→ 4	0	0	·	0	-1.3	-6	-2	-3	3
- COC(=O)c1ccc(NC(=O)C2CCCN2S(=O)(=O)c2ccc(C)cc2)cc1 (configuration not stated)
→ -1	-4	-7	-2	2	1.6	1	6	-4	-3
- COC(=O)CC1C(=O)NCCN1C(=S)Nc1cccc(C(F)(F)F)c1 (configuration not stated)
→ 2	-3	1	0	4	1.6	2	5	4	-2
- O=C(CN1C(=O)NC2(CCCC2)C1=O)OCc1cccc(Br)c1
→ -5	-2	-10	-4	7	-1.3	-3	8	-4	-3
- COc1cccc(NC(=S)Nc2cccnc2)c1
→ 6	1	-2	-5	0	1.7	-4	-1	6	-1
- O=C(COC(=O)c1ccc([N+](=O)[O-])o1)Nc1ccc(N2CCOCC2)cc1
→ 7	5	6	2	-9	-1.4	-4	-3	6	10
- Cc1cc(NC(=O)c2ccc(NC(=O)c3cccs3)cc2)no1
→ -3	1	-9	-24	4	-2.3	6	-3	-7	2
- Cc1ccc2c(c1)N(CC(=O)NC1CCCC(C)C1C)C(=O)c1cccnc1O2 (configuration not stated)
→ -6	-7	4	-1	2	1.5	5	-1	1	-2
- CCOC(=O)/C(=C/c1ccc(F)cc1)NC(C)=O
→ -3	-2	5	1	5	-0.4	-2	8	6	9
- COc1ccc(C(=S)N2CCCC2)cc1
→ -1	0	-2	5	-1	-1.6	0	2	-5	1
- CC(=O)Nc1ccc(S(=O)(=O)Oc2ccc(N3C(=O)C4CCCCC4C3=O)cc2)cc1 (configuration not stated)
→ 0	2	2	-7	7	0.5	2	0	-3	1
- CCOc1ccc(CNc2ccc(S(N)(=O)=O)cc2)cc1
→ -1	2	7	-5	-3	-2.3	3	152*	7	-1
- O=C(OCC(=O)C12CC3CC(CC(C3)C1)C2)c1ccccc1O
→ 8	1	0	-3	-3	1.8	-2	1	0	3
- CC(C)C(=O)Nc1ccc(NC(=S)NC(=O)c2ccccc2F)cc1
→ -4	1	-3	-7	2	-2.4	2	6	-16	-2
- COc1ccccc1N1CCN(c2ccnc3cc(Cl)ccc23)CC1
→ -1	-6	-6	-7	4	-2.0	4	5	-7	0
- NS(=O)(=O)c1ccc(CNC(=O)c2ccc(S(=O)(=O)C(F)F)cc2)cc1
→ -5	6	-4	-1	7	-2.5	2	1	4	-2
- COCCNC(=O)C(=O)N/N=C/c1ccccc1C(F)(F)F
→ 2	1	-15	2	-4	-0.8	0	0	-4	-1
- c1cc(Nc2ncnc3sc4c(c23)CCC4)ccn1
→ -4	-3	12	-5	1	1.3	-1	11	4	-2
- CCOCCCNC(=O)CCCOc1ccccc1
→ -2	5	-2	11	0	0.6	1	2	5	0
- Cc1ccc(NC(=O)c2ccc(OCC3CCCO3)cc2)cc1Cl (configuration not stated)
→ -7	0	6	-11	-5	-1.3	0	0	-2	-1
- CCCCC(=O)Nc1ccc(C(=O)N2CCCC(C(=O)OCC)C2)cc1 (configuration not stated)
→ 1	0	-9	-7	2	-2.3	1	-1	2	-4
- COc1cc(-c2cc(C(=O)Nc3ccc(O)cc3)c3ccccc3n2)cc(OC)c1OC
→ -7	-2	-4	-12	-5	-0.9	3	1	-3	-4

Nothing new here: 2 of the compounds above.
Screens in order: ABHD4 inh	PRMT1 inh	TDP2 absorb	HTRA1 inh	Tn7 DDE FP	PG9 Ab binder	LEDGF integ inh	TCR CD3 inh	SIAE inh	UHRF1 MBD2 ctr
- CN(C)C1=C(Cl)C(=O)N(c2ccc(Cl)c(Cl)c2)C1=O
→ 5	14	-11	-62	-3	-1.2	6	0	19*	0
- Cc1ccccc1-n1c(Cn2c(=O)sc3ccccc32)nnc1SCC(=O)Nc1nccs1
→ 1	-1	3	-7	-10	0.0	-4	-12	0	2
